aSyn tox rescue = rescues yeast growth from alpha-synuclein toxicity. S. cerevisiae alpha-synuclein toxicity rescue, BacTiter-Glo growth, 24 h. Potency, µM (titrated, usually from 46.1 µM), without a hit: top-dose growth rescue (activation), hits mostly activators. 0.02% of 94,000 active. AID 1347070; active means well fitted activation curve with a large enough effect; inconclusive means small, poorly fitted or top-dose-only effect; further: 0% is about no effect
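Growth restoration measured by BacTiter-Glo luminescence after 24 hr at 30 deg C; alpha-synuclein yeast, raffinose-pregrown to mid-log, were added at OD600=0.02 in galactose medium onto pinned compounds.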
The depositor's hits bear a star; ? = inconclusive; [ ] = another dose, or the depositor's remark. Potency means the concentration at half of the fitted maximal effect. Only part of the results is shown. The share of hits here may be higher or lower than overall.

mol	aSyn tox rescue
COc1ccc(C2=NN(CCC(=O)NCCc3ccccc3)C(=O)CC2)cc1	-2%
O=C(NCCc1ccccc1Cl)c1ccc(Cn2c(=O)c3cccn3c3cccnc32)cc1	3%
CCOc1ccc(C(=O)OCc2cc(=O)n3nc(C4CCCCC4)sc3n2)cc1	4%
COc1cc(OC)cc(C(=O)NNC(=O)CN2C(=O)NC(C)(c3ccc(C)cc3)C2=O)c1 (configuration not stated)	0%
CCOC(=O)c1c(C)[nH]c(C)c1S(=O)(=O)NCC(=O)N1CCN(c2cccc(C)c2)C(C)C1 (configuration not stated)	-7%
Cc1ccccc1OCC(=O)N1CCC(c2nc3ccccc3s2)CC1	25%
O=C(CCC(=O)N1CCSc2ccccc21)Nc1ccc(Cl)cc1	-13%
CCS(=O)(=O)c1nc(S(=O)(=O)c2ccc(C)cc2)c(NCc2ccccc2Cl)s1	-4%
COC(=O)/C=C1/N/C(=N\c2nc(C)cc(C)n2)N(c2ccccc2)C1=O	2%
Cc1c(Cl)cccc1NC(=O)c1cc(-c2cccs2)on1	-8%
Cc1ccc(S(=O)(=O)Nc2ccc(N(C)S(=O)(=O)c3ccc(C)cc3)cc2)cc1	-2%
COc1ccc(N2CC(NC(=O)N3CCN(C(=O)c4ccco4)CC3)CC2=O)cc1OC (configuration not stated)	1%
CC1=CC2CC1C1C(=O)N(c3ccc(S(=O)(=O)Nc4nc(C)cc(C)n4)cc3)C(=O)C21 (configuration not stated)	-15%
COc1ccccc1N1CCN(S(=O)(=O)CCNC(=O)Cc2ccc(Cl)cc2)CC1	4%
COC(=O)c1ccc(NC(=O)CC2C(=O)N(c3cccc(F)c3)C(=O)N2CC(C)C)cc1 (configuration not stated)	-6%
COc1ncnc2c1ncn2CCCNCCN1CCOCC1	3%
COc1cccc(N(Cc2nnc3n2CCCCC3)C(=O)Nc2ccccc2)c1	0%
O=C(Cn1c(=O)cnc2ccccc21)N1CCN(S(=O)(=O)c2ccc(F)cc2)CC1	7%
CC1=C(c2cccc(Cl)c2)S(=O)(=O)NC1=NCc1ccccc1C	5%
COc1ccc(CNC(=O)CN2N=C(c3ccccc3)CCC2=O)c(OC)c1	6%
CCCn1c(NC(=O)CSCC(=O)Nc2cc(C)on2)nc2ccccc21	-3%
Cc1ccc(OCCSc2nnc(C)c(=O)n2N)cc1	-2%
CCN(c1ccc(C)cc1)S(=O)(=O)c1nnc(NC(=O)c2cccs2)s1	-1%
COc1ccc(N(CC(=O)N2CCC(Cc3ccccc3)CC2)S(C)(=O)=O)cc1	-4%
Cc1ccc(/C=N/Nc2ccccn2)s1	2%
CC(=O)Nc1ccc(C)cc1-c1nc2ccccc2n(CC(=O)c2ccc(Cl)cc2)c1=O	-7%
Cc1ccc(N2CCN(c3nc4ccccc4c4nnc(C)n34)CC2)c(C)c1	-4%
CCN(CC)C(=O)C1=C(C)N(Cc2ccccc2)C(=O)C(CC(=O)NCc2ccco2)C1 (configuration not stated)	-1%
O=S(=O)(NCc1csc(-c2cccs2)n1)c1cccs1	3%
CC1CCc2c(sc(NC(=O)COC(=O)c3ccc(NC(=O)CC#N)cc3)c2C#N)C1 (configuration not stated)	-1%
NNC(=O)c1nc2ccccc2s1	-5%
Cc1ccc(NC(=O)c2ccc(F)c(S(=O)(=O)NCCc3ccccc3)c2)cc1F	?
CCc1cccc(NC(=O)C2Cc3ccccc3N2C(=O)c2ccccc2)c1 (configuration not stated)	0%
COc1cc(NC(=O)Cc2c(C(=O)O)c(C)cn2C)cc(OC)c1	-2%
CCOc1ccc(C(=O)c2cn(CC(=O)Nc3ccc(F)cc3)c3cc4c(cc3c2=O)OCCO4)cc1	-8%
C=CCOc1c(Br)cc(CNc2ccc3[nH]c(=O)[nH]c3c2)cc1OCC	-5%
Cc1ccc(SCCC(=O)NC2CC2)cc1	1%
Cc1nc(S(=O)(=O)Cc2ccccc2Cl)nc2c1CCC2	4%
COc1ccc(S(=O)(=O)Nc2cc(-c3cn4ccc(C)cc4n3)ccc2C)cc1OC	-7%
CC(C)(C)NC(=O)NC(=O)COC(=O)CNC(=O)C1CCCCC1	-9%
CN(C1=NS(=O)(=O)c2ccccc21)c1ccc(OC(=O)c2ccccc2F)cc1	-1%
CC1CCN(S(=O)(=O)c2ccc3c(c2)CCN3)CC1	-9%
CCOCCCNC(=O)c1c(NC(=O)Cc2coc3c(C)c(C)ccc23)sc2c1CCC2	2%
Cc1ccc(NC(=O)C2(c3cccs3)CCOCC2)cc1Cl	3%
Cc1ccc(-c2nnc(N3CCOCC3)c3ccccc23)cc1S(N)(=O)=O	0%
CCOc1ccc(CC(=O)NCc2ccc3c(c2)CCN3C(=O)c2ccccc2)cc1OCC	4%
Cc1cn([C@H]2C[C@H](O)[C@@H](CNCc3cnc(N4CCOCC4)nc3)O2)c(=O)[nH]c1=O	-6%
O=C(O)c1ccc(/C=N/Nc2ccc(Cl)nn2)cc1	-2%
Cc1cc(C)cc(OCC(=O)N(Cc2ccc(Cl)cc2)C2CCS(=O)(=O)C2)c1 (configuration not stated)	-12%
COc1ccc(CNC(=O)CCc2c(C)nc3c4cccnc4nn3c2C)cc1	-9%
OC(Cc1cccnc1)(Cc1cccnc1)c1cc2ccccc2[nH]1	-5%
CCn1c(=O)cc(OCC(=O)Nc2ccccc2N2CCN(C)CC2)c2ccccc21	3%
COc1ccc2c(CNCc3ccccc3OC)c(C(=O)O)n(Cc3ccc(F)cc3Cl)c2c1	-10%
O=C(Nc1ccc(N2CCC(c3ccccc3)C2)c(C(=O)O)c1)c1ccc(Cl)cc1 (configuration not stated)	-5%
CC(C)OC(=O)c1c(NC(=O)c2cc3nc(-c4ccccc4)cc(C(F)(F)F)n3n2)sc2c1CCCC2	-6%
COc1ccc(N2C(=O)CS(=O)(=O)C23C(=O)N(Cc2ccc(C)cc2)c2ccccc23)cc1Cl (configuration not stated)	3%
N=C1C2=C3Sc4ccccc4N3CCCC2=NN1c1cccc(S(=O)(=O)O)c1	-1%
Fc1ccc(Nc2nc3ccccc3c3nncn23)c(Cl)c1	-5%
COc1cc(C(=O)N2CCN(c3cccc(Cl)c3)CC2)ccc1OCC(=O)N1CCOCC1	-1%
Cc1c(C(=O)N2CCC(C(=O)Nc3ccc(F)c(Cl)c3)CC2)sc2nc[nH]c(=O)c12	-11%

Remaining list, next part
| structure | aSyn tox rescue |
| --- | --- |
| Cc1ccc(CNC(=O)c2cc(-c3ccc(C)cc3)nc3n[nH]c(-c4cccc([N+](=O)[O-])c4)c23)cc1 | 9% |
| O=C(Nc1ccc(Cl)cc1Cl)c1cc(S(=O)(=O)N2CCCCCC2)ccc1F | -15% |
| CN(C)c1ccc(-c2nnc3n(Cc4ccccc4)c(=O)c4ccccc4n23)cc1 | -11% |
| CC12CCC(=O)N1C(C(=O)N1CCN(c3ccccc3)CC1)CS2 (configuration not stated) | -1% |
| O=C(CN1CCSC1=O)Nc1ccc(N2CCOCC2)cc1 | 5% |
| Cc1ccc(NC(=O)c2nc[nH]c2C(=O)N(C)CCO)cc1 | -3% |
| COc1ccccc1NC(=O)N1CCN(c2nnc(C)c3c(C)n(-c4ccccc4)nc23)CC1 | -10% |
| NS(=O)(=O)c1cc(C(=O)Nc2ccc3c(c2)CCC3)ccc1Cl | 6% |
| CC(C)(C)c1ccc(OCC(=O)NCC(c2cccs2)N2CCOCC2)cc1 (configuration not stated) | 4% |
| COc1ccc(CCNC(=O)c2ccc(Cn3c(=O)[nH]c4cc(OC)c(OC)cc4c3=O)cc2)cc1OC | -3% |
| O=C(NCc1cccs1)c1ccc(CSc2nc3cccnc3n2Cc2ccccc2)cc1 | 0% |
| COCCSc1nnc(NS(=O)(=O)c2ccc(C)cc2)s1 | -7% |
| CCCCCC(=O)N1C[C@H](O)[C@@H](n2cc(COC(=O)c3ccccc3)nn2)C[C@@H]1c1ccc(OC)cc1 | -3% |
| CC(=O)Nc1ccc(S(=O)(=O)N(C)CC(=O)OC(C)C(=O)NC2(C#N)CCCCC2)cc1 (configuration not stated) | 2% |
| COc1cccc(C(=O)NCCS(=O)(=O)N2CCCCC2)c1 | 1% |
| O=C(CCS(=O)(=O)c1ccc(Cl)cc1)Nc1ccc(N2CCOCC2)cc1 | -4% |
| O=[N+]([O-])c1ccc(OCCn2cnc3ccccc32)cc1 | -6% |
| Cc1c(Cl)cccc1NC(=O)c1oc2ccc(S(=O)(=O)N3CCC4(CC3)OCCO4)cc2c1C | 3% |
| O=C(O)C1C(c2ccccc2)=C1c1ccc(Br)cc1 (configuration not stated) | 1% |
| Cc1c(NC(=O)c2ccc(Br)o2)cccc1-c1nc2ccccc2o1 | -6% |
| COc1ccc(C(CNc2ncnc3sc(C)c(C)c23)N(C)C)cc1 (configuration not stated) | -3% |
| COc1ccc(OCCN2CCN(C(=O)c3ccc(OC(F)F)c(OC)c3)CC2)cc1 | -5% |
| CCOc1cc(CNC(=O)Cn2c(=O)c3cccn3c3ccc(F)cc32)cc(OCC)c1OCC | -10% |
| COc1ccc(S(=O)(=O)Nc2nnc(Cc3ccc(OC)c(OC)c3)s2)cc1 | -7% |
| CCOc1cc(C2CC(=O)Nc3nc(SCc4ccccc4)[nH]c(=O)c32)ccc1O (configuration not stated) | -15% |
| Cc1ccnc(NS(=O)(=O)c2cccc([N+](=O)[O-])c2)c1 | -6% |
| COCCCn1c(SCC(=O)c2ccccc2)nc2ccccc2c1=O | 0% |
| O=C1NC(Cc2ccc(O)cc2)c2nc3ccc(Br)cc3c(=O)n2-c2ncccc21 (configuration not stated) | -4% |
| Cc1ccc(CNC(=O)c2ccc(-c3nc(CS(=O)(=O)c4ccc(C)cc4)c(C)o3)cc2)cc1 | -3% |
| CCCCn1c(SCc2ccccc2C)nc2ccsc2c1=O | -2% |

Laid out differently: results already given.
smiles: COCCSc1nnc(NS(=O)(=O)c2ccc(C)cc2)s1
  aSyn tox rescue = -7%
smiles: CCCCCC(=O)N1C[C@H](O)[C@@H](n2cc(COC(=O)c3ccccc3)nn2)C[C@@H]1c1ccc(OC)cc1
  aSyn tox rescue = -3%
smiles: CC(=O)Nc1ccc(S(=O)(=O)N(C)CC(=O)OC(C)C(=O)NC2(C#N)CCCCC2)cc1 (configuration not stated)
  aSyn tox rescue = 2%
smiles: COc1cccc(C(=O)NCCS(=O)(=O)N2CCCCC2)c1
  aSyn tox rescue = 1%

(listing goes on)
| structure | aSyn tox rescue |
| --- | --- |
| Cc1ccc(S(=O)(=O)N2CCCCC2)cc1C(=O)OC1CCCCC1=O (configuration not stated) | -6% |
| COC(=O)C(Cc1c[nH]c2ccccc12)NC(=O)COc1ccc(Cl)cc1Cl (configuration not stated) | -5% |
| CCSc1nc(-c2ccccc2F)nc2c1Cc1c(CO)cnc(C)c1O2 | 6% |
| Cc1ccc(N(CC(=O)N2CCN(c3cccc(C)c3C)CC2)S(=O)(=O)c2c(C)nn(C)c2C)cc1 | 2% |
| COc1cc(NC(=O)N2CCc3c(sc4c3CCCC4)C2c2ccccc2)cc(OC)c1OC (configuration not stated) | -2% |
| Cc1ccc(C)c(N2CCN(C(=O)c3cc4ccccn4n3)CC2)c1 | 8% |
| CCOC(=O)C1CCN(c2nc(-c3ccc(Br)cc3)nc3ccccc23)CC1 | 6% |
| CCOC(=O)c1ccc(Nc2nc(C(=O)OCC)nc3ccccc23)cc1 | -8% |
| COc1cc(-c2nnc(NC(=O)CS(=O)(=O)c3ccc(Cl)cc3)o2)cc(OC)c1OC | -13% |
| CCOC(=O)c1sc2ccccc2c1S(=O)(=O)Nc1ccc(C(C)=O)cc1 | ? |
| COc1cc(NC(=O)C(NS(=O)(=O)c2ccc3c(c2)CCCC(=O)N3)C(C)C)cc(OC)c1 (configuration not stated) | -3% |
| O=C(c1cccs1)N1CCCc2cc(NS(=O)(=O)c3ccc(F)cc3)ccc21 | -3% |
| CC1=NNC(=O)C1CC(=O)N/N=C/C=C/c1ccccc1 (configuration not stated) | 0% |
| CC(=O)N1c2ccccc2C(=O)C1N1CCN(c2ccc(Cl)cc2)CC1 (configuration not stated) | 29% |
| CCCN(C(=O)Cn1cnc2sc(C)c(S(=O)(=O)N3CCN(c4ncccn4)CC3)c2c1=O)c1cccc(C)c1 | -5% |
| NC(=O)C1CCN(CC(O)CSc2ccccc2)CC1 (configuration not stated) | 7% |
| COc1cc(NC(=O)CN2CCCN(S(=O)(=O)c3ccc(F)cc3)CC2)cc(OC)c1 | -5% |
| Cc1ccc(OC(=O)CCC(=O)Nc2ccc(C)c(C)c2)cc1 | 19% |
| CN(C)S(=O)(=O)c1ccc(C(=O)NCCc2ccco2)cc1 | -40%[inhibitor] |
| O=S(=O)(c1ccccc1)n1nc(-c2ccc(Cl)cc2)nc1NCc1ccccc1 | 4% |
| COc1ccc(-c2nc3sc(CCNC(=O)c4ccccc4C)c(C)n3n2)cc1 | 9% |
| CCn1c(SCC(=O)Nc2ccc(N3CCOCC3)cc2)nnc1-c1ccncc1 | 8% |
| CCc1ccc(CN2CCc3nc(N4CCN(CC)CC4)ncc3C2)cc1 | 7% |
| O=C(c1cc2c(=O)n3ccccc3nc2s1)N1CCN(Cc2ccccc2)CC1 | 12% |
| COc1ccccc1N1CCN(S(=O)(=O)c2cn(C)c(=O)n(C)c2=O)CC1 | 8% |
| COc1ccc(CCNC(=O)c2ccc3c(c2)N(Cc2ccccc2F)C(=O)c2ccccc2S3(=O)=O)cc1OC | -9% |

Part of the list above, field by field:
> CC(=O)N1c2ccccc2C(=O)C1N1CCN(c2ccc(Cl)cc2)CC1 (configuration not stated)
  aSyn tox rescue = 29%

> CCCN(C(=O)Cn1cnc2sc(C)c(S(=O)(=O)N3CCN(c4ncccn4)CC3)c2c1=O)c1cccc(C)c1
  aSyn tox rescue = -5%

> NC(=O)C1CCN(CC(O)CSc2ccccc2)CC1 (configuration not stated)
  aSyn tox rescue = 7%

> COc1cc(NC(=O)CN2CCCN(S(=O)(=O)c3ccc(F)cc3)CC2)cc(OC)c1
  aSyn tox rescue = -5%

Compound activity from PubChem.
